Bioassay records (PubChem)
Phagocyt inh: blocks phagocytosis by macrophages; J774A.1 macrophage IgG-bead phagocytosis, imaging; inhibition, % at 5 µM; hit rate 0.07% among 110,000;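 active means inhibition above the mean of the plate negative controls plus 5 SD, cut at about 13% in these data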;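 further: phagocytic index as fraction of beads internalized from green versus red external bead signal; plate controls were DMSO negative control for no effect and cytochalasin-D positive control for full effect; some results beyond the cut were filed as inactive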
HCT116 bCat-KO: beta-catenin-lacking colon tumor cell growth suppression. viability, % at 10 µM. hit rate 1.5% among 140,000. HCT116 beta-catenin knockout viability, CellTiter-Glo, 60 h; active compounds read low;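 active means viability at or under a set limit, the compound median less 4 SD, cut at about 6% in these data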;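 further: 0% = Hyamine 1622 control at 20 µM and 100% = untreated cell control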
NPY-Y2 antag: NPY-Y2 (human) receptor antagonism. P49146. NPY-Y2 expressing cells, antagonist mode. inhibition, % at 2.7 µM. hit rate 0.99% among 140,000; in the data active means inhibition above about 17%;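 further: 0% = vehicle with agonist challenge and 100% = reference antagonist with challenge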
Target sequence (P49146 whole entry, looked up): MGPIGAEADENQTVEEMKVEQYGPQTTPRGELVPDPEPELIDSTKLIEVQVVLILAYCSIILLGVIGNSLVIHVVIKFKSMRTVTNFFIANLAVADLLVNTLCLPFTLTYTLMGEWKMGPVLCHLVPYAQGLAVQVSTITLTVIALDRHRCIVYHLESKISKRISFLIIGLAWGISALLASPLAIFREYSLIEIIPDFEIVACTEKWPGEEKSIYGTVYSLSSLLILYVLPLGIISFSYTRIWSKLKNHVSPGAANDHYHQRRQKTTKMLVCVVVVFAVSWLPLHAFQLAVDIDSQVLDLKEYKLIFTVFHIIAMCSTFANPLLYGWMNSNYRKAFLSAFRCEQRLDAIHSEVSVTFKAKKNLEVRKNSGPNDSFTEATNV
E-sel TNF inh: blocks E-selectin expression induced by TNF alpha; HUVEC TNFa-induced E-selectin immunofluorescence, high content; inhibition, % at 2 µM; hit rate 0.71% among 120,000;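 active means inhibition above the batch mean plus 3 SD, and confirmed as a hit on visual image review, cut at about 43% in these data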;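 further: 0% = TNF-stimulated DMSO wells and 100% = unstimulated control wells; not every result past the cut was called active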
Yeast life ext: extends the lifespan of yeast. inhibition of the nicotinamide effect, % at 10 µM. S. cerevisiae growth with nicotinamide, OD615; deaD strain in restrictive glucose medium. AID 775. hit rate 0.68% among 130,000;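 active means inhibition above a set limit, placed 3 SD over the median of all compounds, cut at about 26% in these data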;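 further: 0% = nicotinamide-treated wells and 100% = cells grown without nicotinamide; some compounds called inactive have numbers as strong as hits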
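Assay system: engineered S. cerevisiae DeaD replicative-lifespan strain, galactose-grown log-phase cells; medium: restrictive CSMM-D dextrose medium; also added: nicotinamide, 1.5 mM, co-present with compound; schedule: 48 h compound exposure at 30 °C, humidified; detection: absorbance at 615 nm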
Yeast growth inh: yeast BB579 growth reduction in restrictive medium; S. cerevisiae BB579 growth, OD615, 48 h; inhibition, % at 10 µM; hit rate 0.51% among 140,000;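 active means inhibition above a set limit, 3 SD over the mean compound inhibition, cut at about 44% in these data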; further: inactives centre near -24
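System: DeaD yeast strain BB579; buffer or medium: CSMM-D dextrose restrictive medium; technique: OD at 615 nm; schedule: 4 h cell preincubation, 48 h compound exposure, 30 °C humidified; doses: single 10 µM dose; controls: amphotericin B 10 µg/mL, positive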
PTEN del growth: suppresses growth of cells with PTEN deletion | HCT116 PTEN-null viability, CellTiter-Glo, 60 h; active compounds read low | viability, % at 10 µM | hit rate 1.2% among 140,000;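 active means viability at or below a set limit, 4 SD under the median of all tested compounds, cut at about 3.7% in these data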;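 further: PTEN knockout HCT116 line with beta catenin targeted HCT116 as companion control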
Measles CPE: protection of cells from measles virus; Measles virus-infected cells, CPE protection, absorbance; protection (pct of control), % at 4 µM; hit rate 1.5% among 140,000; AID 841; in the data active means protection mostly above about 24%, no sharp cut-off; inactive means mostly below about 26%; further: some compounds called inactive have numbers as strong as hits
MRP-1 activ: activates MRP-1. hit rate 0.61% among 140,000. AID 799. viability increase, % at 10 µM. H69AR cells + doxorubicin, viability rescue, CellTiter-Glo;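 active means viability gain under doxorubicin at or above a set limit, the compound median plus 3 SD, cut at about 4.7% in these data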;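 further: MRP-1 overexpressing cells given doxorubicin 25 µM after compound pretreatment; 18-22 h compound pretreatment then 72 h with doxorubicin before readout; 0% = doxorubicin-only wells and 100% = vehicle-treated cells without doxorubicin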
GALR2 antag: GALR2 (human) receptor antagonism; O43603; GALR2-expressing cells, antagonist mode; inhibition, % at 4 µM; hit rate 0.39% among 140,000; AID 828; in the data active means inhibition above about 27%;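 further: cells stimulated with galanin 1-16 at roughly its EC80; 0% = agonist challenge control and 100% = basal control without agonist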
Target sequence (O43603 whole entry, looked up): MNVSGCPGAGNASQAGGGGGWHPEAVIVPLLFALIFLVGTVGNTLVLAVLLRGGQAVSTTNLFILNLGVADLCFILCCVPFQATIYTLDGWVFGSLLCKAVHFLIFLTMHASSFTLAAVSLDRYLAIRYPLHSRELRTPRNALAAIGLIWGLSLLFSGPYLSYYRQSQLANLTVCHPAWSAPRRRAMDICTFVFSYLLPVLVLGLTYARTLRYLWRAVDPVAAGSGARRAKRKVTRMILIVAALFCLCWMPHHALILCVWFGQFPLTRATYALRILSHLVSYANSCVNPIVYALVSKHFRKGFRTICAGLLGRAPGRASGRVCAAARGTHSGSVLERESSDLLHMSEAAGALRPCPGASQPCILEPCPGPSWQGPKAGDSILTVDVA
* marks the source's active call; other numbers are inactive results; / = no result given.

The opening two compounds, ahead of the listing:
SMILES	Phagocyt inh	HCT116 bCat-KO	NPY-Y2 antag	E-sel TNF inh	Yeast life ext	Yeast growth inh	PTEN del growth	Measles CPE	MRP-1 activ	GALR2 antag
COc1cc(CN2CCN(CCOCCO)CC2)cc(OC)c1OC	0	108	0	47	-25	-33	101	7	-1.9	-4
COCCn1c(=NC(=O)/C=C/c2ccccc2Cl)sc2cc(NC(C)=O)ccc21	/	95	2	/	-2	-13	100	23	-3.2	-6

Results, from the start:
SMILES	Phagocyt inh	HCT116 bCat-KO	NPY-Y2 antag	E-sel TNF inh	Yeast life ext	Yeast growth inh	PTEN del growth	Measles CPE	MRP-1 activ	GALR2 antag
COc1cc(CN2CCN(CCOCCO)CC2)cc(OC)c1OC	0	108	0	47	-25	-33	101	7	-1.9	-4
COCCn1c(=NC(=O)/C=C/c2ccccc2Cl)sc2cc(NC(C)=O)ccc21	/	95	2	/	-2	-13	100	23	-3.2	-6
COc1ccc(OCc2nn3c(-c4cccc(OC)c4)nnc3s2)cc1	-1	91	3	-20	-7	-60	87	7	-1.8	-3
O=C(CNC(=O)c1ccc(N2C(=O)c3ccccc3C2=O)cc1)OCC(=O)c1cccc2ccccc12	-4	86	2	10	0	-17	88	3	-0.5	6
Cc1ccc(N(CC(=O)N/N=C/c2ccc(OC3CSC3)cc2)S(=O)(=O)c2ccccc2)c(C)c1	-12	75	7	-33	0	-42	63	9	-0.9	9
Cc1cc(=O)[nH]c2c(C)c(Cl)ccc12	1	96	4	17	/	-8	111	22	-1.7	-11
CCCN(CCC)C(=O)CSc1nc2ccccc2c(=O)n1C1CCCC1	-1	69	25*	-24	0	-21	66	4	-4.6	-8
O=C(CCN1C(=O)c2ccccc2C1=O)N1CCCCCC1	-1	94	3	-21	-17	-21	91	27	1.6	-7
CCn1nnnc1-c1ccc(OC)c(S(=O)(=O)Nc2ccc(OC)cc2)c1	2	107	2	33	-12	-81	107	13	-0.3	-13
Cc1ccc(N=Nc2[nH]c3ccccc3c2O)cc1	-6	92	-1	5	-3	-40	89	5	-3.3	23
Cc1cc2oc(C(=O)Nc3ccc(S(=O)(=O)N4CCCC(C)C4)cc3)cc(=O)c2cc1Cl (centres undefined)	-4	75	-1	/	-3	-42	78	7	-1.0	-6
Cc1c(C(=O)NC(C)c2ccncc2)oc2ccccc12 (centres undefined)	-1	102	3	100*	-12	0	88	33	-0.9	-16
O=C(Nc1nc(-c2ccc(Oc3ccccc3)cc2)cs1)C1=COCCO1	-8	54	-1	/	-5	-24	28	13	7.1*	-5
COc1ccc(C2C3=C(CC(C)(C)CC3=O)OC(N)=C2[N+](=O)[O-])cc1 (centres undefined)	/	94	0	/	7	-33	92	7	-1.4	-5
COc1ccccc1NCC(=O)N/N=C/c1cccnc1	/	87	1	-7	-12	8	93	17	0.2	10
Nc1c(C(=O)Nc2ccc3c(c2)OCCO3)nnn1CCc1ccccc1	0	40	5	12	2	28	30	4	-4.5	1
CCn1c(C)c(C(C)=O)c(N2CCCC2)nc1=S	-1	105	0	-6	-9	-15	90	4	-1.1	-3
O=C(CSc1ccc(-c2ccc(Cl)cc2)nn1)Nc1ccc2c(c1)OCCO2	-14	83	7	/	0	-16	88	20	-1.9	8
Cc1[nH]n(-c2ccccc2)c(=O)c1/C=N/NC(=O)c1ccoc1C	4	4.0*	6	/	5	-27	3.2*	6	-1.5	4
O=c1[nH]c(NCc2ccco2)nnc1Cc1ccccc1Cl	-1	30	8	12	-3	-49	37	14	-5.3	-7
COc1ccc(C(=O)c2ccc(Br)cc2)cc1	/	101	3	-4	-4	-14	98	3	0.1	-4
Cc1ccc(CNC(=O)CCc2nc(-c3cccs3)no2)cc1	0	95	7	/	-10	-65	102	7	-0.3	7
CCOC(=O)c1c(-c2ccccc2)csc1NC(=S)NC	-8	91	3	/	0	-66	99	2	-2.5	8
O=C(CSc1nnc(Cn2c(=O)sc3ccccc32)n1-c1ccccc1)N1CCCC1	/	90	1	-14	-4	-38	97	34	-2.4	12
COC(=O)C(C)N1C(=O)S/C(=C\c2cc(C)n(-c3ccccn3)c2C)C1=O (centres undefined)	1	66	5	-14	-23	-6	62	5	-1.1	-1
SMILES	Phagocyt inh	HCT116 bCat-KO	NPY-Y2 antag	E-sel TNF inh	Yeast life ext	Yeast growth inh	PTEN del growth	Measles CPE	MRP-1 activ	GALR2 antag
COc1ccc(-n2c(SCC(=O)N3CCCC(C)C3)nnc2-c2cccnc2)cc1 (centres undefined)	-1	94	2	6	-4	-25	113	11	-0.7	0
Cc1c(NC(=O)c2ccc(N3C(=O)C4C5C=CC(C5)C4C3=O)cc2)c(=O)n(-c2ccccc2)n1C (centres undefined)	2	98	2	10	-1	-24	89	10	-1.2	8
CCSCCOC(=O)C1=C(C)NC(=O)NC1c1ccc2c(c1)OCO2 (centres undefined)	/	95	5	7	-10	-21	91	14	-0.5	6
CC1=C(C(=O)OCC(C)C)C(c2ccccc2Cl)NC(=O)N1C (centres undefined)	0	90	6	-4	-3	-27	81	22	-0.1	4
CNc1sc(C(=O)c2cccs2)c(N)c1-c1nc2ccccc2s1	0	80	-3	-33	-24	8	81	33	9.0*	13
CSc1ccccc1NC(=O)CSCc1ccccc1Br	-1	99	6	-67	-3	-23	101	10	-1.4	15
Cc1ccc(C2NC(=O)Cc3ccccc32)cc1 (centres undefined)	0	86	2	19	1	-18	76	3	-2.5	3
CCOC(=O)C1=C(C)N(Cc2ccc(C(=O)O)cc2)C(=O)NC1c1ccc([N+](=O)[O-])cc1 (centres undefined)	/	98	3	-11	11	-27	99	5	0.6	7
CCn1cc(C(=O)NCc2ccccn2)c(=O)c2cc(F)c(N3CCN(C)CC3)cc21	-2	86	/	/	1	-3	92	21	-3.6	/
CC(CN1CCN(C)CC1)OC(=O)c1ccc(Cl)cc1Cl (centres undefined)	2	99	3	25	-20	-55	85	5	-1.5	-5
CC(C)CNC(C(=O)Nc1ccc([N+](=O)[O-])cc1Br)c1ccccc1 (centres undefined)	-6	82	3	/	-5	-20	77	9	2.0	-12
O=C1/C(=C\Nc2ccc(Cl)cc2)CCN1c1ncccn1	/	112	1	/	-20	-34	93	2	1.6	5
Cc1ccc(NC(=O)CCn2nc(C)cc2C)cc1	-2	98	4	19	-5	-24	99	14	1.2	-2
CC(=O)C1=NN(c2ccccc2)C2(S1)S/C(=C\c1ccccc1)C(=O)N2c1ccccc1 (centres undefined)	1	42	0	4	-5	-65	59	34*	1.3	-10
COc1ccc(-c2nc(S(=O)(=O)c3ccccc3)c(N3CCOCC3)o2)cc1	-5	110	2	4	4	-28	89	21	-0.7	-5
Cc1ccc(SCC(=O)c2sc(-c3ccccc3)nc2C)cc1	0	95	9	36	-23	-35	94	21	-0.9	-8
Cc1ccc(S(=O)(=O)Cc2ccc(C(=O)NCCCN3CCCC3=O)o2)cc1	1	92	1	/	2	0	86	4	0.0	-12
CN(C(=O)NC(=O)C1=C(N2CCOCC2)/C(=C/c2ccccc2)CC1)S(C)(=O)=O	2	100	0	22	-20	-5	101	8	0.0	5
CCOC(=O)CSC1=C(C#N)C(c2ccc(Cl)cc2)C(C(=O)OC)C(=O)N1 (centres undefined)	-2	86	2	3	1	-31	89	13	-0.4	-4
COc1ccccc1NC(=O)COc1ccc(CO)cc1Cl	0	98	1	20	-12	-30	98	2	-2.4	8
COC(=O)c1cc2nc(-c3ccc(OC)cc3)cc(C(F)(F)F)n2n1	0	101	-3	16	4	-83	109	3	1.2	14
CCC(CC)C(=O)Nc1nc(-c2ccc3c(c2)CCN3C(=O)C2CC2)c(C)s1	1	89	-1	14	0	-23	89	22	-0.1	1
CC(C)NCC(O)COCCOc1ccc(C(C)(C)C)cc1 (centres undefined)	-4	77	24*	/	-2	-22	74	8	-3.9	-1
Fc1ccccc1-c1nnc2c3ccccc3nc(N3CCOCC3)n12	1	80	2	18	14	-56	87	9	-4.0	-7
CCCN1C2=C(C(=O)CC(C)(C)C2)C(c2ccc(F)cc2)C2=C1c1ccccc1C2=O (centres undefined)	-1	78	2	-12	14	-40	76	6	-4.1	-16

As entered above.
In Yeast life ext, CCCN1C2=C(C(=O)CC(C)(C)C2)C(c2ccc(F)cc2)C2=C1c1ccccc1C2=O (centres undefined) shows 14
In Phagocyt inh, CCn1cc(C(=O)NCc2ccccn2)c(=O)c2cc(F)c(N3CCN(C)CC3)cc21 shows -2

Going on with the list.
SMILES	Phagocyt inh	HCT116 bCat-KO	NPY-Y2 antag	E-sel TNF inh	Yeast life ext	Yeast growth inh	PTEN del growth	Measles CPE	MRP-1 activ	GALR2 antag
Nc1nc(/C=C/c2ccc(F)cc2)nc(-c2ccccc2O)n1	-4	86	-1	/	-5	-10	94	8	-2.1	-11
O=C(NCc1ccccc1)N1CCn2c(nc3ccccc32)C1	/	97	9	-8	/	-33	93	4	-0.9	-9
Cc1nn(C)cc1CNC(=O)C1C2CCC(O2)C1C(=O)O (centres undefined)	1	87	-1	12	0	-21	89	4	-5.0	-8
CCCC(=O)Nc1cc(=O)n(C)c(=O)n1C	-1	87	2	8	-1	3	81	19	-1.6	2
O=C(NCCO)C(F)(F)C(F)(F)C(F)(F)OC(F)(C(=O)NCCO)C(F)(F)F (centres undefined)	-1	100	4	15	-9	17	97	10	0.2	-2
COc1cc(C2CC(=O)c3cnc(NC(C)=O)nc3C2)cc(OC)c1OC (centres undefined)	/	95	1	-9	/	-8	95	63*	-1.6	0
COc1cccc(N=c2oc3ccccc3cc2-c2nc3ccccc3[nH]2)c1	1	78	7	18	-14	-24	68	12	1.0	11
Cc1ccc(NCN2C(=O)C(=O)c3ccccc32)nc1	-6	53	0	/	3	-15	56	24	-3.3	2
C=CCc1cc(/C=C2/NC(=O)N(CC)C2=O)cc(OCC)c1OCc1ccc(C(=O)O)cc1	-6	76	9	/	-3	-23	72	14	0.8	-18
Cc1cc(/C=C(\C#N)C(=O)NC2CC2)c(C)[nH]1	-10	94	3	/	-3	-18	83	14	0.6	7
CCc1nnc(NC(=O)[C@@H](NC(=O)c2cccc(C)c2)C(C)C)s1	-2	87	1	-6	-1	-7	81	4	0.7	-3
O=C(C1CCCCC1)N1CCC(c2nc3ccccc3[nH]2)CC1	2	101	0	-30	-3	15	101	20	-0.9	3
Cc1ccc(S(=O)(=O)Nc2ccc3c(c2)nc(CN2CCCC2)n3C)cc1	-1	95	1	21	-7	-4	93	9	-1.6	-22
CC(C)c1ccc(NS(=O)(=O)c2cn(C)c(=O)n(C)c2=O)cc1	-1	104	1	/	1	-54	101	3	-0.3	7
COc1ccc(-c2cnc(OC(C)(C)C)nc2OC(C)(C)C)cc1OC	0	90	-1	0	-10	-11	85	21	0.1	-3
COc1ccc(CN2C(=O)[C@@H]3C(c4ccc(F)cc4)=NO[C@@H]3C2=O)cc1	0	98	6	-6	-13	-21	98	21	1.8	-9
COC(=O)c1ccccc1NC(=S)N(Cc1ccc2c(c1)OCO2)Cc1cc2cc(C)ccc2[nH]c1=O	-10	73	3	-5	-1	12	68	23	-4.7	13
COc1cc(OC)c(-c2nc3cnccc3n2C)cc1OC	3	100	-1	-13	-8	3	118	18	0.4	8
CN1CCN(C(=O)C2CC(c3ccc(F)cc3)=NO2)CC1 (centres undefined)	0	107	0	18	-6	-26	101	7	0.1	-3
